tim23-1 inh: growth inhibitors of tim23-1 mutant yeast | S. cerevisiae tim23-1 growth, BacTiter-Glo luminescence, 24 h | inhibition, % at 20 µM | AID 463212 | 330,000 compounds, 1.3% hits;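 active = growth inhibition of the mutant yeast at or above 50%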;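 also: temperature-sensitive mutant grown at 25 °C; plate controls were DMSO-treated mutant yeast for no effect and medium wells lacking yeast for full effect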
Mdm2-MdmX inh: human Mdm2/MdmX binding inhibition | O15151+Q00987 | SaOS-2 split-luciferase Mdm2/MdmX complementation, luminescence | inhibition, % at 8 µM | 330,000 compounds, 3% hits | AID 485346;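 active = inhibition of at least 50% at 8 µM in the primary screen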
TIM10 inh: TIM10 yeast growth inhibition; S. cerevisiae TIM10 strain growth, BacTiter-Glo luminescence, 24 h; inhibition, % at 10 µM; 330,000 compounds, 1.4% hits; AID 463195;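 active = inhibition of 40% or more at the single tested concentration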;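 also: wild-type TIM10 isogenic control strain grown at permissive 25 °C; 0% = DMSO yeast wells and 100% = minimal medium wells without yeast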
UPR XBP1 act: adaptive UPR (XBP1) activation. 330,000 compounds, 0.33% hits. AID 463104. activation, % at 20 µM. CHO-XBP1 luciferase reporter, IRE1-XBP1 UPR activation, luminescence; percent of tunicamycin response, DMSO as zero;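 active = versus positive control, 20 µM dose yields 30% or more activation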;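 also: 100% = tunicamycin at 10 µg/mL and 0% = DMSO only wells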
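Assay system: IRE1-XBP1 luciferase reporter CHO line. Input: 1000 cells/well. Buffer or medium: F12 with 10% serum. Doses: 20 µM, 1% DMSO. Times: overnight seeding at 37 °C, 6 h compound treatment at 37 °C. Technique: Steady-Glo luciferase glow luminescence, 10 min after reagent addition.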
UPR CHOP act: activators of apoptotic arm of unfolded protein response (CHOP). CHO-CHOP luciferase reporter, UPR activation, luminescence; percent of tunicamycin response over DMSO baseline. activation, % at 10 µM. 330,000 compounds, 0.34% hits;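 active = at 10 µM dose, activation of 40% or more, normalized to positive control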;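 also: 100% = tunicamycin at 10 µg/mL and 0% = DMSO alone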
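System: CHO-CHOP luciferase reporter cell line; amount: 500 cells/well; buffer or medium: F12 medium containing 10% fetal bovine serum; incubation: 6 h compound exposure at 37 °C after overnight seeding; measured by: luciferase luminescence after 10 min with Steady-Glo reagent; evaluation: % reporter activation, DMSO baseline versus tunicamycin full activation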
APJ ag: activates the human apelin receptor APJ; P35414; 330,000 compounds, 0.11% hits; CHO-K1 APJ PathHunter beta-arrestin, luminescence; 0% DMSO wells, 100% apelin; activation, % at 20 µM;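 active = activation more than six SD over the plate average, tested at 20 µM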;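 also: 0% = DMSO alone and 100% = apelin-13 at 10 nM; some results filed as inactive read as strong as hits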
Target sequence (P35414 whole entry, looked up): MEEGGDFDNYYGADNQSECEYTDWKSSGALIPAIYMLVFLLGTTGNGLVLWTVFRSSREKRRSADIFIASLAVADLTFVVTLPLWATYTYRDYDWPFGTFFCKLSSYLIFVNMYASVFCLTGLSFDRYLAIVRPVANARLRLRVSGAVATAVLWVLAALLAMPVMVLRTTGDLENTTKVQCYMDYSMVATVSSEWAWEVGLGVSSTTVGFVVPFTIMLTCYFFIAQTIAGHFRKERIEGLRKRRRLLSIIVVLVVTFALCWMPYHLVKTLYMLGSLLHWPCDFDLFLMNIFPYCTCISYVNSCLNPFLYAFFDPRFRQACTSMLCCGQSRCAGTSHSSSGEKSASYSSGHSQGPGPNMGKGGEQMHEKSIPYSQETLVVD
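Assay system: engineered CHO-K1 APJ arrestin reporter cells; Amount: 1000 CHO-K1 reporter cells seeded per well; Dosing: one dose, 20 µM compound, 1% DMSO; Times: compound stimulation 90 min at 25 °C, detection 60 min; Measured by: luminescent beta-gal fragment complementation, chemiluminescent substrate; Read-out: APJ–arrestin association signal; Controls: DMSO vs Apelin-13 10 nM.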
CXCR6 inh: inhibitors of human CXCR6 receptor; CHO-K1 PathHunter CXCR6 beta-arrestin, luminescence; O00574; inhibition, % at 20 µM; 360,000 compounds, 0.36% hits; AID 602244; in the data active = inhibition above about 34%, passing the limit was not always enough;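 also: antagonist mode with CXCL16 agonist at 10 nM final; 0% = 10 nM CXCL16 with DMSO and 100% = unstimulated wells without agonist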
Target sequence (O00574 whole entry, looked up): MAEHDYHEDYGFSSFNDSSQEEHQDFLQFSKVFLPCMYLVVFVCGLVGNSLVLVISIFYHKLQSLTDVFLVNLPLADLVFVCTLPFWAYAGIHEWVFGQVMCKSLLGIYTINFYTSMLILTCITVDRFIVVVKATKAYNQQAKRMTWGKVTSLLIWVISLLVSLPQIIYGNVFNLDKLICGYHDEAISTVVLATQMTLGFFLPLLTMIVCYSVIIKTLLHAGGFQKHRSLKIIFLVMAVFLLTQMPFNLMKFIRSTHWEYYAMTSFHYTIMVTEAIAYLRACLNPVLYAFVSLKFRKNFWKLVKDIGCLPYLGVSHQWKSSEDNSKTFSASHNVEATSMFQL
tim10-1 inh: inhibits growth of tim10-1 mutant yeast; S. cerevisiae tim10-1 ts strain growth, BacTiter-Glo, 24 h; inhibition, % at 20 µM; 330,000 compounds, 2.2% hits; AID 463190;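 active = inhibition of at least 40%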;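 also: mutant grown at 25 °C; 0% = DMSO wells with yeast and 100% = wells holding no yeast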
APJ antag: antagonists of human APJ apelin receptor; inhibition, % at 20 µM; AID 2521; 330,000 compounds, 0.32% hits; P35414; CHO-K1 APJ beta-arrestin complementation, luminescence;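 active = inhibition above about 40% at 20 µM, limit read from the data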;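 also: cells challenged with 10 nM apelin-13 agonist together with compound; plate controls were apelin-13 plus DMSO wells for no effect and DMSO wells lacking apelin-13 for full effect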
Numbers without * were called inactive; & = joins results of further samples; ! = not confirmed by another sample. Some of the compounds tested. The share of hits here may be higher or lower than overall.

SMILES	tim23-1 inh	Mdm2-MdmX inh	TIM10 inh	UPR XBP1 act	UPR CHOP act	APJ ag	CXCR6 inh	tim10-1 inh	APJ antag
CN1CCN(NC(=O)c2ccc(Cl)s2)CC1	-4	6	8	-3	1.1	-1	10	8	1
O=C(Nc1nccs1)c1ccc(NC(=O)C2CC=CCC2C(=O)O)cc1 (configuration not stated)	8	18	9	1	-0.1	-3	-1	4	-15
COCCN1C(=O)N(c2cccc(OC)c2)C(=O)C1CC(=O)Nc1ccc(OC)cc1 (configuration not stated)	-2	9	0	-4	-2.3	-2	6	-3	10
CCOC(=O)C(C)(C)Sc1ncnc2nc[nH]c12	-21	-4	0	1	0.7	-4	-1	4	-7
CCNC(=O)COC(=O)C1CCN(S(=O)(=O)c2ccc3c(c2)OCCO3)CC1	7	15	-6	0	1.0	1	-4	1	0
CCN(C(=O)CCN1C(=O)c2ccccc2S1(=O)=O)c1ccccc1	25	3	16	-1	1.0	-6	-5	23	26
COCCN(C(=O)COC(=O)COc1ccc2c(c1)CCC2)c1c(N)n(Cc2ccccc2)c(=O)[nH]c1=O	4	11	5	0	0.9	-3	0	9	11
CCOc1ccccc1N1CCN(CC(O)COCc2cccs2)CC1 (configuration not stated)	2	9	-1	-5	0.2	-5	-6	4	6
Cc1cccc(NC(=O)c2nc[nH]c2C(=O)NC2CCN(C(=O)OC(C)(C)C)CC2)c1	20	55*	29	1	4.1	-3	11	21	-8
O=S(=O)(c1cccc(Cl)c1)N1CN(CC2CCCO2)c2nc3ccccc3nc21 (configuration not stated)	18	-3	11	-4	2.4	-4	10	24	18
CCOc1ccc2c(c1)c1nnc(SCC(=O)NC3CC3)nc1n2C	13	-3	2	0	1.8	2	-4	8	10
Cc1cccc(OCCCC(=O)Nc2nc3ccccc3[nH]2)c1	7	76*	8	-1	-0.8	-3	-1	21	-10
COc1ccc(N=C(N(C)C)P(=O)(N(C)C)N(C)C)cc1	0	-18	13	-2	0.4	1	7&-2	-3	14
CCOCCOC(=O)Cn1cnc2scc(-c3ccc(C)cc3)c2c1=O	18	0	-7	1	0.2	0	-1	16	9
CN(C)c1ccc(/C=C/c2cccc[n+]2[O-])cc1	-4	-8	12	0	4.3	-3	4	18	9
CCn1nc(C(=O)OCC(=O)N(CCC#N)c2ccccc2)c2ccccc2c1=O	14	0	2	0	-0.7	-1	1	10	12
CC1=C(C(=O)OCc2ccccc2)C(c2ccc(Cl)cc2)NC(=O)N1C (configuration not stated)	28	7	-16	-4	1.3	1	3	-8	11
CN(C)CC/C=C1/c2cc(F)ccc2CSc2ccc(F)cc21	3	11	5	2	4.3	-1	-8	25	-16
c1ccc(CNc2ncnc3ccccc23)cc1	-21&5	37&18	81*!	0&-9	-2.7&1.2	-1&-2	2&-6	8&-36	5&13
Cc1ccc(NC(=O)/C(=C\c2cccnc2)NC(=O)c2ccco2)cc1	-4	-18	-18	1	-2.7	-5	2	2	-5

Looked up by structure from the entries so far:
SMILES	tim23-1 inh	Mdm2-MdmX inh	TIM10 inh	UPR XBP1 act	UPR CHOP act	APJ ag	CXCR6 inh	tim10-1 inh	APJ antag
CCOc1ccc2c(c1)c1nnc(SCC(=O)NC3CC3)nc1n2C	13	-3	2	0	1.8	2	-4	8	10
Cc1ccc(NC(=O)/C(=C\c2cccnc2)NC(=O)c2ccco2)cc1	-4	-18	-18	1	-2.7	-5	2	2	-5

Next part:
SMILES	tim23-1 inh	Mdm2-MdmX inh	TIM10 inh	UPR XBP1 act	UPR CHOP act	APJ ag	CXCR6 inh	tim10-1 inh	APJ antag
COc1cccc(C(=O)NCCC2=CCCCC2)c1	11	-69	7	0	-3.0	-4	2	19	0
CC(C)OC(=O)CSc1nnc(-c2ccc(Cl)cc2Cl)n1N	14	2	3	0	-0.8	-1	1	17	17
Cc1cc(C)c(C#N)c(SCC(=O)Nc2c(C)n(C)n(-c3ccccc3)c2=O)n1	7	19	-9	-3	3.0	1	6	-7	3
Cn1nc(C(F)(F)F)c(C(=O)Nc2ccc(F)cc2F)c1Sc1ccc(C(F)(F)F)cc1	30	-46	35	0	-1.3	0	7	26	-15
COc1ccc(NC(=O)/C(=C\c2cccnc2)NC(=O)c2cccs2)cc1	-4	17	-4	0	-0.6	-1	-3	-7	17
CS(=O)(=O)n1nc(-c2ccc(Cl)cc2)nc1N	17	-2	3	4	1.5	-1	5	15	-5
COc1ccc(-n2cnc3cc(C(=O)NCC4CCCO4)ccc32)cc1 (configuration not stated)	10	-14	2	-2	-1.4	1	-15	-3	-13
O=C(NN1C(=O)CSC1=S)C(=O)NN1C(=O)CSC1=S	-5	4	9	-1	-0.5	-1	11	14	-1
Cc1noc(C)c1S(=O)(=O)N1CCCC(C(=O)Nc2ccc(Cl)cn2)C1 (configuration not stated)	16	10	21	-4	-0.7	2	-4	27	-3
Cn1c(O)c(/C=C2\C=Nc3ccccc32)sc1=Nc1ccc(C(=O)O)cc1	-9	35	-17	-1	2.5	0	7	-4	-4
Cc1ccc(C(=O)Nc2cccc(NC(=O)c3cccs3)c2)c(C)c1	53*	20	21	-4	3.1	-2	-7	47*	15
CCCCOCP(=O)(CCCC)COCCCC	15	-9	11	-4	-0.6	-2	7	11	9
CCOC(=O)c1ccc(-n2c(CN3CCN(CC)CC3)nc3ccc([N+](=O)[O-])cc3c2=O)cc1	4	-11	-13	-3	3.6	0	-8	18	-5
O=C(/C=C/c1cccc([N+](=O)[O-])c1)N1CC[C@@]2(O)CCCC[C@H]2C1	14	9	11	-3	-0.4	0	-2	14	1
CC(=O)c1ccccc1NC(=O)COC(=O)CCCN1C(=O)c2cccc3cccc(c23)C1=O	22	-23	21	0	2.5	-1	-1	17	-1
CN(c1ccc(OCC(=O)NC2CCCC2)cc1)S(=O)(=O)c1cccs1	9	1	-4	1	-1.5	0	-5	-9	8
Cc1cc(Br)c(NC(=O)CN(C)CCOc2ccccc2)c(Br)c1	39	0	1	-2	2.5	-1	8	-28	5
CCOC(=O)c1oc2ccc(CNC(C)(C)C)c(Cl)c2c1C	13	3	10	0	0.0	-2	4	5	10
O=C(CN1C(=O)S/C(=C\c2ccccc2F)C1=O)NC1CCS(=O)(=O)C1 (configuration not stated)	-13	-6	0	-3	-0.6	2	-8	-10	6
O=C1CCC(C(=O)N2CCSCC2)CN1Cc1ccc(Cl)cc1 (configuration not stated)	8	4	10	-4	3.2	-9	-4	22	23
COc1ccc(-c2cc(=O)c3cc(OC)c(OC)cc3[nH]2)cc1	10	-23	10	2	1.1	4	-4	-16	-71
COc1ccc(NC(=O)CCNS(=O)(=O)c2ccc(Cl)c([N+](=O)[O-])c2)cc1S(N)(=O)=O	1	10	2	3	1.7	3	-2	-5	-27
Cc1ccc(-n2nnnc2SCC(=O)NC(=O)Nc2ccc3c(c2)OCCO3)cc1	0	-54	6	0	4.5	3	-1	13	12
CN(C)CCCNC(=O)C1(O)c2cc(Br)ccc2NC(=O)N1c1ccc(Cl)cc1 (configuration not stated)	-8	0	-16	-2	0.7	-2	-3	-4	-3
O=C(Nc1ccc(F)cc1F)c1ccc(-n2cncn2)nc1	9	2	-15	-1	-2.3	-3	-2	0	-2
O=C(NCc1ccccn1)c1ccc(CNS(=O)(=O)c2cccc(C(F)(F)F)c2)cc1	-1	25	3	-2	1.6	-3	4	-6	6
Cc1ccc(S(=O)(=O)N2CCOCC2)cc1-c1n[nH]c(=S)n1-c1ccccc1	8	-17	0	1	-1.5	-6	-14	4	4
CCCC(c1nnnn1Cc1ccco1)N1CCN(C2CCCC2)CC1 (configuration not stated)	6	-14	0	-3	2.0	-5	8	13	5
Cc1ccc2[nH]c(=O)c(CN(CCCN3CCOCC3)Cc3nnnn3C3CCCC3)cc2c1	-9	19	-2	1	-0.2	-5	-10	-7	20
CCOC(=O)c1[nH]c(C)c(/C(O)=C2\C(=O)C(=O)N(CCN(C)C)C2c2ccco2)c1C (configuration not stated)	5	-5	-5	1	-2.0	-2	0	20	14
COc1ccc(OCC(O)Cn2c(=N)n(CCN3CCCCC3)c3ccccc32)cc1 (configuration not stated)	3	53*	-31	-2	-3.0	0	-11	8	-4
CNc1nc2ccccc2n1CC(=O)c1ccccc1	7	-59	-5	2	2.8	1	11	-3	-2
CCOC(=O)COc1ccc(S(=O)(=O)c2ccc(OCC(=O)OCC)cc2)cc1	29	11	7	-2	-2.5	-6	1	19	-21
Cc1cc(C)nc(/N=C(\N)Nc2ccc3c(c2)OCCO3)n1	5	28	-11	1	-1.7	-3	-12	6	-17
Cc1ccc2c(CC(=O)O)coc2c1	1	9	2	-1	0.6	-4	0	-5	6
CC(=O)c1ccc(N2CCN(S(=O)(=O)c3c(C)[nH]c(=O)[nH]c3=O)CC2)cc1	10	0	-3	-1	0.7	-3	-8	-2	-2
Cc1cc(S(=O)(=O)Nc2ccccc2C)ccc1F	17	16	24	0	-1.4	2	-5	25	1
COc1ccc(/C=C2/SC(=O)N(NS(=O)(=O)c3ccccc3)C2=S)cc1OC	26	30	13	-2	1.1	-7	9	28	21
CCc1cnccc1CCC(=O)Nc1ccccc1C	7	7	-25	-4	-0.7	0	-10	-3	-4
Brc1csc(/C=N/Nc2nc3ccccc3s2)c1	14	-226	27	4	7.2	0	-1	36	-1
CC(C)=CCc1c2c(c3occ(-c4ccc(O)cc4)c(=O)c3c1O)C=CC(C)(C)O2	24	-10	14	56*	4.9	5	-12	26	-126
COc1ccc(Cl)cc1NC(=O)CN(C)C(=O)c1ccc2n[nH]nc2c1	10	11	2	0	-1.7	-3	0	-14	-24
CCCCn1c(SCc2ccc(C(=O)OC)o2)nc2cc(S(N)(=O)=O)ccc21	18	3	6	-2	1.0	-1	-10	9	1
Cc1ccc(SCc2ccc(C(=O)Nc3nccs3)o2)cc1	-6	-15	-20	3	2.4	-5	-3	-7	10
Cn1c(Cc2ccccc2)nnc1SCC(=O)c1ccc(Br)s1	28	7	12	-1	-3.6	-5	-3	30	-7
CC(=O)Nc1ccc(S(=O)(=O)NC(C)C(=O)OCCOc2ccc(F)cc2)cc1 (configuration not stated)	1	27	0	1	0.3	-3	-6	5	10
Cc1cccc(NC(=S)N(CCN(C)C)C(C)c2cccnc2)c1 (configuration not stated)	-8	-9	-4	-1	0.5	-2	-2	3	10
COc1ccccc1-c1cn[nH]c1-c1ccc(OCc2ccccc2F)cc1O	31	41	14	-1	-0.8	-1	-2	8	-17
O=C(NC1CCN(Cc2ccccc2)CC1)C1CCN(S(=O)(=O)c2ccc(Cl)cc2)CC1	6	22	11	-2	0.6	2	-1	-24	14
CCOC(=O)c1c(NC(=O)Cc2ccccc2)sc2c1CCN(C)C2	3	22	-3	3	2.5	-1	-6	11	9
CCS(=O)(=O)c1ccc(O)c(NC(=O)Nc2ccc(C(C)(C)C)cc2)c1	8	18	16	0	1.0	-2	0	-7	-2
